ABHD5-PLIN5 inh: ABHD5-PLIN5 protein interaction inhibition | Q00G26+Q8WTS1 | Split G. princeps luciferase complementation, luminescence, 4 h | inhibition, % at 4 µM | 360,000 compounds, 0.78% hits;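 active = inhibition above the mean inhibition across every tested compound plus 3 SD, cut at about 22% in these data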;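 note: 0% = DMSO only wells and the 100% control is not disclosed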
Vif imaging: blocks HIV Vif function. inhibition, % at 7.49 µM. HEK293T cells, Vif self-association by quenched fluorescence, imaging, 24 h. 340,000 compounds, 0.35% hits; in the data active = inhibition above about 50%, passing the limit was not always enough; note: some results filed as inactive read as strong as hits
MC4R antag cAMP: blocks human MC4R cAMP signaling; P32245; MC4R-expressing cells, MTII-stimulated cAMP, LANCE TR-FRET; inhibition, % at 6.5 µM; 360,000 compounds, 0.48% hits; AID 540295;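 active = inhibition above its plate's cutoff, the mean of tested wells on that plate plus 3 SD, cut at about 29% in these data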;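 note: 0% = Melanotan II alone and 100% = Melanotan II plus saturating MCL0020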
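Material: U2OS-MC4R stable cell line | Reagent: Melanotan II challenge after compound preincubation | Doses: One concentration, 6.5 µM nominal | Incubation: 30-min compound preincubation, 1-h Melanotan II challenge, 1-h detection, room temperature | Signal: TR-FRET cAMP assay | Replicates: One well per compound, no replicates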
MC4R barr agon: agonists of human melanocortin 4 receptor (MC4R) beta-arrestin. U2OS MC4R beta-arrestin complementation, luminescence; percent of melanotan II response, DMSO zero. P32245. 360,000 compounds, 0.98% hits. activation, % at 8.9 µM. AID 540308;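 active = activation above a per-plate cutoff, the mean activation of sample wells on that plate plus 3 SD, cut at about 8% in these data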
Exocytosis inh: blocks lytic granule exocytosis; TALL-104 LAMP-1 surface exposure, flow cytometry; cells stimulated with thapsigargin and PMA; AID 651702; inhibition, % at 10 µM; 360,000 compounds, 0.66% hits;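 active = inhibition above about 55%, limit read from the data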
aDG glyco up: increases alpha dystroglycan glycosylation; AID 624168; 360,000 compounds, 0.22% hits; activation, % at 10 µM; Pro5-aDG cells, alpha-DG glycosylation AlphaScreen (IIH6); 0% Pro5, 100% B10-LARGE cell signal;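 active = activation of at least 8% versus controls, or a plate z-score of at least 8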;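 note: Pro5 are CHO cells carrying HIG-tagged alpha-DG that lacks glycosylation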
NOD2-RIPK2 inh: NOD2-RIPK2 protein interaction inhibition; inhibition, % at 4.98 µM; O43353; AID 624267; CHO BLA complementation NOD2-RIPK2, CCF4 ratio; 360,000 compounds, 0.38% hits; in the data active = inhibition above about 21%;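 note: 0% = vehicle only and 100% = reference blocker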
ABCB6 inh 2: human ABCB6 transporter inhibition; Q9NP58; K562-ABCB6 porphyrin accumulation, flow cytometry, 1 h; active compounds read low; fluorescence ratio to DMSO, % at 10 µM; 360,000 compounds, 0.19% hits;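 active = fluorescence ratio to DMSO below 75%, the collection mean minus 3 SD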;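 note: signal is porphyrin accumulated inside mitochondria; 100% equals median channel fluorescence of DMSO control wells; lower ratio means ABCB6 inhibition with less porphyrin fluorescence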
N-glyco inh: blocks N-linked glycosylation in D54 reporter cells | D54 ERlucT glycosylation luciferase reporter, 24 h; percent of 100 nM tunicamycin response | reporter increase, % at 12.5 µM | 360,000 compounds, 0.23% hits | AID 588692;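 active = mean luciferase reporter signal, scaled so untreated is 0 and the glycosylation-blocking control 100, at or above a set limit in every replicate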;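 note: luciferase carries N-glycosylation sites so blocking glycosylation raises the light; 0% = median of neutral control wells and 100% = median of 100 nM tunicamycin wells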
TLR9-MyD88 inh: blocks human TLR9 binding to MyD88; inhibition, % at 4.98 µM; Q9NR96+Q99836; 340,000 compounds, 0.21% hits; CHO BLA complementation TLR9-MyD88, CCF4 FRET ratio;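 active = inhibition above the mean over all tested compounds plus 3 SD, cut at about 21% in these data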;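 note: 0% = DMSO only wells and 100% = clavulanate BLA inhibitor control wells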
Target sequence (Q99836 whole entry, looked up): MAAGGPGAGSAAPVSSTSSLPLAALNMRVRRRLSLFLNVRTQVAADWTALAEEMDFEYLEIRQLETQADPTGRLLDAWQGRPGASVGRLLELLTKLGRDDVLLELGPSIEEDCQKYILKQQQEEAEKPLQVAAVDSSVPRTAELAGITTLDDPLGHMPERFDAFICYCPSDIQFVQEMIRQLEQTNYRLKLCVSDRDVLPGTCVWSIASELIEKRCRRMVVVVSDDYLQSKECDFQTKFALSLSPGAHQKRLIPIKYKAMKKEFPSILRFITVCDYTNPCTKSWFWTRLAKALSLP
Target sequence (Q9NR96 whole entry, looked up): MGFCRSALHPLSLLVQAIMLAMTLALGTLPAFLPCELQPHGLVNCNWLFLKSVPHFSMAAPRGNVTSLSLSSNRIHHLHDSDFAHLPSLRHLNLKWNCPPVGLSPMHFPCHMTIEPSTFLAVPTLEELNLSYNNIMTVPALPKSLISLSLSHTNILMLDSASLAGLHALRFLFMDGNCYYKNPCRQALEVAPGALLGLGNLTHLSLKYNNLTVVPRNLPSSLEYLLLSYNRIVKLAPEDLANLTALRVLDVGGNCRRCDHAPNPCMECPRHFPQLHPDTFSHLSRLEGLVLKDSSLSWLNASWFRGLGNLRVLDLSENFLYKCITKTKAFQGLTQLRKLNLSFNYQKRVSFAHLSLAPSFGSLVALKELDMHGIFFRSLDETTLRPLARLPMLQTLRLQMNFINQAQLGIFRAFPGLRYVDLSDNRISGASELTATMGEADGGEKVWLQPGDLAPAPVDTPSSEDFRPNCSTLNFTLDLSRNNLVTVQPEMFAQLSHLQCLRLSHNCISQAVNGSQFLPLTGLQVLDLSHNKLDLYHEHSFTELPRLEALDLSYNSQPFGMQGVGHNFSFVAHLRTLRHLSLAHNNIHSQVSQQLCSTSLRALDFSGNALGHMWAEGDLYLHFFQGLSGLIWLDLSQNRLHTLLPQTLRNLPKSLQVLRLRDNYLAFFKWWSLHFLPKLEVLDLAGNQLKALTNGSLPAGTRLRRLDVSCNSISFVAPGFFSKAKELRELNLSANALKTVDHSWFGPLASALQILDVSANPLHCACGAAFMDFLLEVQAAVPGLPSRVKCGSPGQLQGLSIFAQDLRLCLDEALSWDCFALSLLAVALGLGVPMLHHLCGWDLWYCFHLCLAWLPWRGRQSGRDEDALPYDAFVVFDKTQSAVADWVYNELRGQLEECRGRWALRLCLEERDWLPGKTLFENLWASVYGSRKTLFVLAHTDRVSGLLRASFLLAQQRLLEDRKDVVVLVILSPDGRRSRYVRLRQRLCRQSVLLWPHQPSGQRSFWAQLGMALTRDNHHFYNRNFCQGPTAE
Numbers without * were called inactive; x = no result given.

SMILES	ABHD5-PLIN5 inh	Vif imaging	MC4R antag cAMP	MC4R barr agon	Exocytosis inh	aDG glyco up	NOD2-RIPK2 inh	ABCB6 inh 2	N-glyco inh	TLR9-MyD88 inh
CCN(CC)C(=O)NC1CC2CCCC(C1)N2Cc1ccccc1 (stereo not given)	-4	1	-4	-1.5	3	-0.1	-1	98	0	7
C=CCN(C(=O)c1csnn1)C(C(=O)NC1CCCC1)c1c(F)cccc1Cl (stereo not given)	-1	-4	2	1.2	26	-0.1	-11	91	1	-17
CCCCn1c(N)c(N(CCC(C)C)C(=O)c2c(C)noc2C)c(=O)[nH]c1=O	-2	-16	7	-2.2	-3	0.0	-3	95	1	2
CC(=O)CSc1nc(N)c(C#N)c(-c2cccs2)c1C#N	5	-19	4	-0.7	0	-0.1	7	98	-2	2
CC(Nc1nc(-c2ccccc2O)nc2ccccc12)c1ccccc1 (stereo not given)	-5	-2	11	2.4	7	0.1	-3	92	29*	3
CCOCCOC(=O)c1cccc(NC(=O)OCC)c1	-3	30	-7	-1.8	15	-0.1	4	99	-1	-5
COC1CCN(C(=O)c2ccc(OC3CCN(CCc4ccccc4)CC3)cc2)CC1	3	-6	-1	-3.1	-1	-0.2	-7	106	-3	3
O=C(Cn1c(=O)[nH]c2ccccc2c1=O)Nc1ccc2c(c1)OCCO2	-3	-20	7	-2.1	-5	-0.1	4	99	0	8
Cc1cccc(NC(=O)N2CCN(Cc3ccc4c(c3)OCO4)CC2)c1C	-1	1	-1	-3.2	-2	-0.3	0	106	1	5
COC(=O)c1ccc(C(=O)OC)c(NC(=O)COc2ccccc2OC)c1	-3	-1	9	-0.4	3	0.2	9	94	0	-3
CCN1C(Nc2ccccc2)=NC[C@@H]1CC(C)C	9	-4	2	2.5	4	-0.3	-3	100	2	-5
CC(C)(C)NC(=O)C(c1cccs1)N(C(=O)c1csnn1)c1cccc(F)c1 (stereo not given)	-3	3	18	-0.5	-3	-0.1	-4	97	-1	2
O=C(CS(=O)c1ccc(Br)cc1)N1CCOCC1 (stereo not given)	-4	-6	-1	0.1	6	0.0	-3	96	1	3
CCC(CC)c1nnc(NC(=O)CC(C)c2ccccc2)s1 (stereo not given)	-2	-14	-2	4.9	-8	0.1	-10	97	1	-10
O=C(Nc1ccc(S(=O)(=O)N2CCc3ccccc3C2)cc1)C1CCCO1 (stereo not given)	4	x	3	-2.6	-4	0.3	-5	105	4	-1
COc1cc(/C=N/NC(=O)C(=O)Nc2ccccn2)ccc1O	3	-3	-2	-2.4	-5	-0.2	5	94	0	-2
COc1ccccc1CNC(=O)c1ccc(CS(=O)(=O)c2ccc(C)cc2)o1	-8	-7	2	-4.2	12	-0.3	10	106	1	2
CCOC(=O)NC1(C(F)(F)F)N=C(c2ccccc2)NC1=O (stereo not given)	-3	3	13	-0.4	-2	0.3	-4	96	3	-11
O=C1NC(=O)C2C3OC(C(Br)C3Br)C12 (stereo not given)	-1	2	1	-1.2	2	-0.2	5	102	1	-4
CC(=O)Nc1ccc2sc(NC(=O)CN3CCOCC3)nc2c1	3	-3	-1	-1.7	3	0.0	-7	96	1	4
O=C(NCCS(=O)(=O)NC1CCCCC1)c1ccc2c(c1)OCO2	2	-6	1	-1.8	1	0.1	-10	100	2	3
O=C1c2cccnc2C(=O)N1c1cccc([N+](=O)[O-])c1	-1	-7	2	-0.3	-15	0.0	0	94	0	-10
CC(C)N(CCc1ccncc1)C(=S)Nc1ccc(F)c(Cl)c1	-4	-1	3	-0.1	-3	0.0	3	99	-1	-9
Cc1ccc(CN2CC(C(=O)N(C)CC(=O)Nc3cccc(F)c3)CC2=O)cc1 (stereo not given)	-3	-1	2	-2.1	-2	0.0	-6	93	1	4
O=C(O)CSc1nc2sc3c(c2c(=O)n1-c1ccccc1)CCC3	1	2	3	1.4	-3	0.1	-1	100	1	-3
CC1CCN(CCNC(=O)C2CCCN(S(=O)(=O)c3cccc4nsnc34)C2)CC1 (stereo not given)	5	0	5	-0.3	0	-0.2	11	105	0	0
CC1Cc2ccccc2N1C(=O)Cn1cnc2c1c(=O)n(C)c(=O)n2C (stereo not given)	-3	-6	11	-2.7	1	1.0	2	103	3	8
Cc1cccc(C)c1NC(=O)C(c1ccccc1)N1CCN(c2ccc(C(F)(F)F)cn2)CC1 (stereo not given)	0	-2	x	x	7	2.2	-7	100	-6	x
Nc1ncnc2c1ncn2-c1ccccc1Cl	-2	3	-8	-1.0	-2	0.2	0	97	1	-6
O=C1CC(c2ccco2)CC2=C1C1c3ccccc3C(=O)N1c1ccccc1N2 (stereo not given)	-4	-16	-2	0.5	5	-0.5	-1	93	14	-3
Fc1ccc2cnc(-c3ccccc3)cc2c1	-5	-5	-4	-0.3	6	0.0	6	101	2	4
CCOC(=O)Oc1ccc(/C=C2\N=C(C)OC2=O)cc1	-3	21	13	0.5	-13	0.0	-1	96	-1	-4
Cc1ccc(C2NC(=O)c3ccccc3N2)s1 (stereo not given)	0	-3	4	-0.2	-3	-0.2	-23	89	0	10
CC(C)=C1SC(N2CCN(c3ccc(C)c(Cl)c3)CC2)=NC1=O	2	-5	16	-1.2	-2	0.1	-4	99	-2	-8
CC1(C)C(=O)Nc2ccccc2N1C(=O)COC(=O)C12CC3CC(CC(O)(C3)C1)C2	0	-3	1	-0.8	-1	-0.2	2	101	-1	3
CC1=C(c2ccc(Cl)cc2)[N+](=O)C(C)(C)N1[O-]	-6	-24	10	2.2	5	0.6	-10	105	0	-10
COc1ccc(NC(=O)C[C@H]2C(=O)N(CCc3ccccc3)C[C@@H]2CSC)cc1	0	4	0	1.4	4	-0.2	-5	93	4	-23
Cc1cccc(NC(=O)C2CCCN2/C=C/C(=O)C(F)(F)F)c1C (stereo not given)	-3	-1	-7	-1.1	7	0.0	-2	98	5	8
CCN(CC)C(=O)c1cc2cc(Br)ccc2oc1=O	1	-16	14	-0.2	0	0.0	20	89	-2	-1
COC(=O)c1c(NC(=O)c2ccc(Br)s2)sc2c1CCC2	-8	5	8	0.4	-2	0.1	-5	99	0	-3

Reformatted: entries from further up.
ABHD5-PLIN5 inh | Vif imaging | MC4R antag cAMP | MC4R barr agon | Exocytosis inh | aDG glyco up | NOD2-RIPK2 inh | ABCB6 inh 2 | N-glyco inh | TLR9-MyD88 inh | canonical_smiles
1 | -16 | 14 | -0.2 | 0 | 0.0 | 20 | 89 | -2 | -1 | CCN(CC)C(=O)c1cc2cc(Br)ccc2oc1=O
-6 | -24 | 10 | 2.2 | 5 | 0.6 | -10 | 105 | 0 | -10 | CC1=C(c2ccc(Cl)cc2)[N+](=O)C(C)(C)N1[O-]
-3 | 21 | 13 | 0.5 | -13 | 0.0 | -1 | 96 | -1 | -4 | CCOC(=O)Oc1ccc(/C=C2\N=C(C)OC2=O)cc1
0 | 4 | 0 | 1.4 | 4 | -0.2 | -5 | 93 | 4 | -23 | COc1ccc(NC(=O)C[C@H]2C(=O)N(CCc3ccccc3)C[C@@H]2CSC)cc1
0 | -3 | 4 | -0.2 | -3 | -0.2 | -23 | 89 | 0 | 10 | Cc1ccc(C2NC(=O)c3ccccc3N2)s1 (stereo not given)

(list continues)
SMILES	ABHD5-PLIN5 inh	Vif imaging	MC4R antag cAMP	MC4R barr agon	Exocytosis inh	aDG glyco up	NOD2-RIPK2 inh	ABCB6 inh 2	N-glyco inh	TLR9-MyD88 inh
COc1ccccc1N1CCN(S(C)(=O)=O)CC1	4	0	6	1.3	-2	-0.1	1	91	1	1
Cc1ccc(OCCC(=O)Nc2ccccc2C(=O)NC2CC2)cc1	4	2	9	3.9	-7	-0.5	-24	101	2	-2
Cc1cccc(NC(=O)c2ccc(COc3ccc4ccccc4c3)o2)n1	3	45	0	0.0	16	-0.4	-2	98	2	0
CC(CN1CCOCC1)c1ccccc1 (stereo not given)	1	3	1	-0.1	7	-0.1	3	96	4	-2
O=C(CCc1ccccc1)Nc1nnc(-c2ccc3c(c2)CCCC3)o1	11	9	1	5.5	-1	-0.1	-44	99	1	2
C[C@@H](C(=O)N[C@@H](Cc1c[nH]c2ccccc12)C(=O)O)n1nnc2ccccc2c1=O	-1	3	21	2.5	1	0.0	3	96	1	-8
CCN(CC)CC(=O)Nc1ccccc1SCC(=O)Nc1ccsc1C(=O)OC	-1	-8	4	-1.3	-2	0.3	-20	93	-4	3
CCOC(=O)C1CCN(S(=O)(=O)c2ccc(CN3C(=O)c4cccnc4C3=O)cc2)CC1	6	2	0	2.5	-10	0.0	-10	98	3	-3
Cc1ccc(CSCCNC(=O)CN2C(=O)c3ccccc3S2(=O)=O)cc1	0	4	13	0.1	-2	-0.2	-5	93	2	-1
Cc1ccc(CCNC(=O)C2CCCN(S(=O)(=O)N3CC(C)CC(C)C3)C2)cc1 (stereo not given)	-4	-4	3	0.6	50	-0.1	-9	95	-1	-1
Cc1ccccc1Oc1ccccc1N	3	8	-3	-0.5	-1	0.2	-6	100	1	3
Nc1nc(NCc2cccs2)nn1-c1ccccc1	-4	1	-3	-1.0	1	-0.3	-4	95	-1	-2
CCOc1ccccc1-n1nnnc1SC(C)C(=O)OC (stereo not given)	-1	10	9	0.0	0	0.0	-8	102	0	-4
O=C(CN(C(=O)c1csnn1)c1cccc(C(F)(F)F)c1)NCc1ccc(F)cc1	-3	-9	4	-1.3	-2	0.1	0	94	2	5
CCOC(=O)Cc1csc(N/C(=N/S(=O)(=O)c2ccc(F)cc2F)c2ccccc2)n1	3	0	1	0.8	-1	-0.1	-10	97	2	-1
N#Cc1ccc(OCC(=O)OCC(=O)Nc2ccc(N3CCOCC3)cc2)cc1	4	-2	14	-0.9	0	-0.3	-10	98	0	2
Cc1ccc(Cl)cc1NC(=O)C1CC(=O)Nc2ncnn21 (stereo not given)	3	0	16	1.2	-2	0.1	-9	104	0	-4
N#Cc1cc(-c2ccccc2)nnc1Sc1ccccc1	-2	2	10	-1.0	-1	0.2	-4	97	1	8
C=C(C)CN1CCN(S(=O)(=O)c2ccc(C)c(N(C)S(=O)(=O)c3ccc(C)cc3)c2C)CC1	-2	-1	11	0.4	6	-0.3	-24	100	-6	-6
CN(C)c1ccc(NC(=S)N(CCc2ccccc2)C2CC(=O)N(c3c(Cl)cccc3Cl)C2=O)cc1 (stereo not given)	-3	15	9	-0.6	-2	0.2	1	88	-3	-3
CCNC(=O)C1CCCN(C(=O)c2ccc(C#N)cc2)CC1 (stereo not given)	-3	-5	7	-0.9	0	-0.3	0	99	2	x
CCOc1ccc(NC(=O)C(c2ccccn2)N(C(=O)CCl)c2ccc(OC)cc2)cc1 (stereo not given)	1	0	-7	-1.5	5	0.4	-9	101	-3	-10
Cc1ccc(C(=O)Nc2nccs2)s1	3	-3	-3	1.8	3	0.0	-16	97	0	-1
COc1ccc(OC)c(-n2c(-c3ccccc3)n[nH]c2=S)c1	-3	4	-2	-2.5	5	-0.2	-2	100	1	-10
O=C(Nc1ncc([N+](=O)[O-])s1)c1cccc([N+](=O)[O-])c1	1	-5	6	0.3	-27	-0.1	8	94	-14	-4
CC1(C)OC(=O)C2=C(C[C@@H](C3CCCC3)O[C@H]2CCc2cccc(Cl)c2)O1	-4	x	x	x	-3	0.2	6	93	x	x
O=C(CCN1C(=O)c2ccccc2C1=O)NC(=S)Nc1cccc(Cl)c1	-7	-15	-7	0.7	-1	0.2	-5	86	0	12

The list is partial; rates above refer to the full screens.
